Screening results from PubChem BioAssay.
PLK1 PBD inh: blocks phosphopeptide binding to human PLK1 polo-box domain; P53350; Potency, µM, inactives show max response, negative = inhibition, most hits filed as inhibitors; Plk1 PBD binding of FITC phosphopeptide, fluorescence polarization; actives 2.8% (n = 360,000); AID 720504; note: potency is the fitted concentration of half-maximal effect; series mostly up to about 57 µM; % is set by controls: 0 for no effect and ±100 for the full control effect; nearly all actives have a fitted effect of over 65% in size
Target sequence (P53350 whole entry, looked up, the tested form may be a part): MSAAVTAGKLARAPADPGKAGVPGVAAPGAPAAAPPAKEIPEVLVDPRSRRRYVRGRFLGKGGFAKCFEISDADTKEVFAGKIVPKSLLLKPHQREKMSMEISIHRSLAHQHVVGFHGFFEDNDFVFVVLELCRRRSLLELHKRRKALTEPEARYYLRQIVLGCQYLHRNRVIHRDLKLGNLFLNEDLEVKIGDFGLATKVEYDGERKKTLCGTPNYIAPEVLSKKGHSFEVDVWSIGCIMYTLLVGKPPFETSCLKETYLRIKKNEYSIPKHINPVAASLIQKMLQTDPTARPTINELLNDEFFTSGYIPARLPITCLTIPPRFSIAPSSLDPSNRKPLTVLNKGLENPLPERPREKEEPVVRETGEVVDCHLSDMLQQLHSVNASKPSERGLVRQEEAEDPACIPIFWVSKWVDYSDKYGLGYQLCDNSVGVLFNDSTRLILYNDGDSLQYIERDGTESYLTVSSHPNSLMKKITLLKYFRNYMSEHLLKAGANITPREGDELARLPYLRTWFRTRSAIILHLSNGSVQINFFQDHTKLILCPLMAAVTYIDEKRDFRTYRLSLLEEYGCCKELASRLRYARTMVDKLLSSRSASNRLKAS
PI5P4K alpha inh: inhibitors of human PI5P4K alpha. P48426. PI5P4Kalpha enzyme, ADP-Glo luminescence, 60 min; stronger effect = lower value. max response, %. actives 1.2% (n = 330,000); active = max response of -50% or lower; inconclusive = between -30% and -50%; inactive = -30% or higher; note: value at the top dose of about 77 µM; % is set by controls: 0 for no effect and ±100 for the full control effect
Target sequence (P48426 whole entry, looked up): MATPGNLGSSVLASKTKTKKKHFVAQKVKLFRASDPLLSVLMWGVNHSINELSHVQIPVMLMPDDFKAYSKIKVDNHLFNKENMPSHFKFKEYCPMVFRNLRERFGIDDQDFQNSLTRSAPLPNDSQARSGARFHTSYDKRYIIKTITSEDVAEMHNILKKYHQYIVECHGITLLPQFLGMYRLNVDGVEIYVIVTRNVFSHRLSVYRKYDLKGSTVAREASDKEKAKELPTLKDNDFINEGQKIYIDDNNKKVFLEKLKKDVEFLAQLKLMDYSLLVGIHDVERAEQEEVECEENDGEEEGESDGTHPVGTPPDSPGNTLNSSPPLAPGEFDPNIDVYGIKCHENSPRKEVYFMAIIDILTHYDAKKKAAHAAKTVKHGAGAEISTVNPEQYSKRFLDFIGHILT
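PI5P4Kalpha ADP-Glo assay; 5 microM ATP final; 60 min RT reaction; HEPES pH 7.4/EGTA/CHAPS, 5% DMSO; controls lacking substrate or enzyme; luminescent end-point.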
FUS yeast rescue: rescues growth of FUS-expressing yeast; Potency, µM (titrated, usually from 76.6 µM), without a hit: at the top dose growth rescue (activation), usual class: activators; S. cerevisiae FUS-expressing, growth rescue, OD600, 24 h; AID 1347120; actives 0.24% (n = 390,000);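 note: potency is the fitted concentration of half-maximal effect; plate controls were DMSO vehicle for no effect and reference control for full effect; nearly all actives have a fitted effect of over 55% in size; some results filed as inactive show a strong effect at the top dose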
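FUS-expressing yeast, raffinose-pregrown, induced in 2% galactose minimal medium at OD 0.005; compounds in a dilution series, 24hr at 30C. Growth restoration read as absorbance at 600 nm. CP55940 positive control, DMSO negative.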
aSyn rescue: rescues yeast growth from alpha-synuclein toxicity; actives 0.14% (n = 370,000); AID 652106; Yeast expressing alpha-synuclein, growth rescue, BacTiter-Glo, 24 h; Potency, µM (doses to about 46.1 µM), for inactives: top-dose growth rescue (activation), usual class: activators; note: potency is the fitted concentration of half-maximal effect; % of control where 0% means no effect; nearly all actives have a fitted effect of over 65% in size
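Galactose-induced alpha-syn yeast (OD600=0.02, raffinose-pregrown) + pinned cpd, 24 hr, 30 deg C; growth by BacTiter-Glo luminescence. Growth restoration scores as activation.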
Abeta rescue: A-beta toxicity reversal in yeast | yeast expressing A-beta42, growth rescue, OD600, 48 h; response scale: 0% DMSO, 100% iron-clioquinol control | Potency, µM (series often up to 46.1 µM), for the others: at the top dose growth rescue, hits mostly activators | actives 0.063% (n = 410,000) | AID 1347071; note: potency is the fitted concentration of half-maximal effect; nearly all actives have a fitted effect of over 55% in size
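Growth rescue measured by 600 nm absorbance after 48 h yeast culture at 30 C with compound. Values normalized between DMSO and an equimolar ferric chloride plus clioquinol control.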
IL-2 act: activators of IL-2. actives 0.065% (n = 360,000). activation, % (series mostly up to about 46 µM). IL-2 activation reporter assay, cell-based qHTS; stimulated with anti-CD3/CD4/CD28 beads; in transgenic mouse T cells; in the data active = activation above about 50%; inconclusive = mostly about 30% to 49%; note: 0% is about no effect
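Unstimulated transgenic mouse T cells preincubated 60 min with compound, then stimulated with anti-CD3/anti-CD4-coated beads plus anti-CD28 for 18 h at 37 degrees C. IL-2 response read as EGFP and DsRed fluorescence by plate cytometry.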
EPAC1 antagonist: EPAC1 (human) antagonism | O95398 | EPAC1 GEF assay, Rap1b-BODIPY-GDP exchange fluorescence | Potency, µM (highest dose often 115 µM), for inactives: at the highest dose activity change, negative = inhibition, actives largely listed as inhibitors | actives 0.14% (n = 360,000) | AID 720709;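 note: potency is the fitted concentration of half-maximal effect; plate controls were vehicle for no effect and positive control for full effect; nearly all actives have a fitted effect of over 50% in size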
WRN helicase inh: WRN helicase (human) inhibition | Q14191 | WRN helicase unwinding, fluorescent forked duplex, kinetic | Potency, µM (highest dose often 114 µM), inactives show top-dose activity change, negative = inhibition, hits mostly inhibitors | actives 0.46% (n = 360,000); note: potency is the fitted concentration of half-maximal effect; % is set by controls: 0 for no effect and ±100 for the full control effect; nearly all actives have a fitted effect of over 55% in size
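Kinetic fluorescence helicase assay: unwinding of a quenched forked DNA duplex (100 nM final) with 2 mM ATP final raises red fluorescence (525/598 nm). Compounds sat 15 min at room temperature with 20 nM WRN beforehand.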
EPAC1 agonist: EPAC1 (human) agonism. EPAC1 agonist qHTS, biochemical assay; response scale: 100% = response to 6.5 mM cAMP. Potency, µM (titrated, usually from 154 µM), without a hit: top-dose activation, actives largely listed as activators. actives 0.073% (n = 360,000); note: potency is the fitted concentration of half-maximal effect; nearly all actives have a fitted effect of over 60% in size
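Read-out is the fluorescence drop as BODIPY-GDP leaves Rap1B (480 nm excitation, 540 nm emission), recorded every 5 minutes over 30 minutes. Reactions held 100 nM EPAC1, 250 nM Rap1B–BODIPY-GDP and 50 uM GDP, with 6.5 mM cAMP setting full activation.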
An asterisk follows results filed as active; [ ] = remark or other dose. Unless noted, calls come from the whole dose curve; as a rule, active = well fitted curve in the direction sought with a large enough effect; inconclusive = small, poorly fitted or top-dose-only effect, or another doubt; inactive = no such curve, though single readings can be large; an effect the other way counts as inactive or inconclusive.

How did CCC(=O)NNc1nc2c(F)cccc2s1 do in these assays?
PLK1 PBD inh: -26%; PI5P4K alpha inh: 9; FUS yeast rescue: -8%; aSyn rescue: 3%; Abeta rescue: 2%; IL-2 act: -0.3; EPAC1 antagonist: -9%; WRN helicase inh: -3%; EPAC1 agonist: 9%

Results for CCOC(=O)c1c(N)sc(C(=O)N2CCCCCC2)c1C ?
PLK1 PBD inh: -14%; PI5P4K alpha inh: 3; FUS yeast rescue: -4%; aSyn rescue: 2%; Abeta rescue: -7%; IL-2 act: -0.6; EPAC1 antagonist: 10%; WRN helicase inh: 2%; EPAC1 agonist: 10%

Results for CCC(C)Sc1cccc(-c2nc3cnccn3c2NC2CCCCC2)c1 (stereo not drawn) ?
PLK1 PBD inh: -2%; PI5P4K alpha inh: -26; FUS yeast rescue: inconclusive; aSyn rescue: -55%[inhibitor]; Abeta rescue: -25%; IL-2 act: -0.5; EPAC1 antagonist: -13%; WRN helicase inh: -11%; EPAC1 agonist: -21%

How did CSc1cccc(CN(C)C(=O)C2CCC(=O)N(CCCN3CCCC3=O)C2)c1 (stereo not drawn) do in these assays?
PLK1 PBD inh: -7%; PI5P4K alpha inh: 11; FUS yeast rescue: 15%; aSyn rescue: -6%; Abeta rescue: -11%; IL-2 act: -2.8; EPAC1 antagonist: 12%; WRN helicase inh: -3%; EPAC1 agonist: 4%

What do the screens show for `O=C(NC(=S)N1CCN(c2ccc(F)cc2)CC1)c1ccccc1`?
PLK1 PBD inh: -7%; PI5P4K alpha inh: 3; FUS yeast rescue: -7%; aSyn rescue: -1%; Abeta rescue: 7%; IL-2 act: -0.5; EPAC1 antagonist: 8%; WRN helicase inh: 2%; EPAC1 agonist: 1%

How did Clc1ccccc1CN(Cc1ccccc1)c1ncnc2nc[nH]c12 do in these assays?
PLK1 PBD inh: 0%; PI5P4K alpha inh: 5; FUS yeast rescue: 18%; aSyn rescue: 4%; Abeta rescue: -91%[inhibitor]; IL-2 act: -2.1; EPAC1 antagonist: -8%; WRN helicase inh: -3%[57.1 µM]; EPAC1 agonist: 17%

What do the screens show for `COC(=O)c1ccc(NC(=O)C2CC3CCC2C3)cc1` (stereo not drawn)?
PLK1 PBD inh: -3%; PI5P4K alpha inh: 7; FUS yeast rescue: -4%; aSyn rescue: 7%; Abeta rescue: -43%[inhibitor]; IL-2 act: 1.1; EPAC1 antagonist: 6%; WRN helicase inh: -2%; EPAC1 agonist: 11%

How did COC(=O)c1c(NC(=O)CC2Nc3cc(C)c(C)cc3NC2=O)sc(C)c1C (stereo not drawn) do in these assays?
PLK1 PBD inh: inconclusive; PI5P4K alpha inh: 2; aSyn rescue: -5%; Abeta rescue: -9%; IL-2 act: 62*; EPAC1 antagonist: 12%; WRN helicase inh: -15%; EPAC1 agonist: 1%

Results for Cc1cccc(OCCN2CCOCC2)c1C ?
PLK1 PBD inh: 6%; PI5P4K alpha inh: 1; FUS yeast rescue: -10%; aSyn rescue: -8%; Abeta rescue: 0%; IL-2 act: 1.6; EPAC1 antagonist: 6%; WRN helicase inh: 11%; EPAC1 agonist: -6%

What do the screens show for `CC(Cc1cccs1)NC(=O)NC1CCCCC1` (stereo not drawn)?
PLK1 PBD inh: -5%; FUS yeast rescue: 22%; aSyn rescue: -6%; Abeta rescue: -5%; IL-2 act: -3.2; EPAC1 antagonist: -1%; WRN helicase inh: -22%; EPAC1 agonist: -11%

What do the screens show for `CSc1nnc(CCNS(=O)(=O)c2ccccc2Br)n1C`?
PLK1 PBD inh: -3%; PI5P4K alpha inh: -10; FUS yeast rescue: -14%; aSyn rescue: -1%; Abeta rescue: -6%; IL-2 act: 1.9; EPAC1 antagonist: -28%; WRN helicase inh: -3%; EPAC1 agonist: -2%

How did COc1ccccc1-c1noc2ncnc(Nc3ccc4c(c3)OCO4)c12 do in these assays?
PLK1 PBD inh: -16%; PI5P4K alpha inh: -2; FUS yeast rescue: -21%; aSyn rescue: 0%; Abeta rescue: 9%; IL-2 act: 1.0; EPAC1 antagonist: 16%; WRN helicase inh: 5%; EPAC1 agonist: -21%

How did COC(=O)C[C@@H]1CC[C@@H](NC(C)=O)[C@@H](CO)O1 do in these assays?
PLK1 PBD inh: -12%; PI5P4K alpha inh: -1; FUS yeast rescue: 6%; aSyn rescue: 1%; Abeta rescue: -7%; IL-2 act: -0.3; EPAC1 antagonist: 3%; WRN helicase inh: 3%; EPAC1 agonist: 12%

How did S=c1[nH]nc(C(c2ccccc2)C2CCCCC2)o1 (stereo not drawn) do in these assays?
PLK1 PBD inh: inconclusive; PI5P4K alpha inh: -15; FUS yeast rescue: 25%; aSyn rescue: -11%; Abeta rescue: inconclusive; IL-2 act: -1.7; EPAC1 antagonist: -23%; WRN helicase inh: -6%; EPAC1 agonist: -4%

Results for CCCc1nnc(NC(=O)CN2C(=O)c3ccccc3S2(=O)=O)s1 ?
PLK1 PBD inh: inconclusive; PI5P4K alpha inh: -10; FUS yeast rescue: -7%; aSyn rescue: 3%; Abeta rescue: 7%; IL-2 act: -1.6; EPAC1 antagonist: -11%; WRN helicase inh: 3%; EPAC1 agonist: 4%

How did C=CCN(c1nc(C)cc(OC)n1)S(=O)(=O)c1ccc(C)cc1 do in these assays?
PLK1 PBD inh: 9%; PI5P4K alpha inh: 10; FUS yeast rescue: inconclusive; aSyn rescue: 2%; Abeta rescue: 5%; IL-2 act: 0.0; EPAC1 antagonist: -5%; WRN helicase inh: -1%; EPAC1 agonist: 12%

What do the screens show for `COC(=O)c1ccc(CNC(=O)COC(=O)COc2ccc(OC)cc2)cc1`?
PLK1 PBD inh: -3%; PI5P4K alpha inh: 0; FUS yeast rescue: 23%; aSyn rescue: 8%; Abeta rescue: -11%; IL-2 act: 1.2; EPAC1 antagonist: -11%; WRN helicase inh: 3%; EPAC1 agonist: -1%

Results for CC(C)(C)C1CCN2CCC[C@](c3ccccc3)(C1)[C@@]21CO1 (stereo partly drawn) ?
PLK1 PBD inh: 3%; PI5P4K alpha inh: 5; FUS yeast rescue: 10%; aSyn rescue: 2%; Abeta rescue: 4%; IL-2 act: -1.2; EPAC1 antagonist: -3%; WRN helicase inh: -8%; EPAC1 agonist: -10%

Results for Cc1cccc(-n2c(SCC(=O)Nc3cccc(S(=O)(=O)NC4=NCCCCC4)c3)nc3ccccc3c2=O)c1C ?
PLK1 PBD inh: -18%; PI5P4K alpha inh: -9; aSyn rescue: -4%; Abeta rescue: -7%; IL-2 act: -3.2; EPAC1 antagonist: -13%; WRN helicase inh: 6%; EPAC1 agonist: 1%

Results for C(#Cc1ccc2c(c1)COc1c3ccccc3nn1-2)c1ccccc1 ?
PLK1 PBD inh: -6%; PI5P4K alpha inh: 1; FUS yeast rescue: -15%; aSyn rescue: -4%; Abeta rescue: -14%; IL-2 act: 0.6; EPAC1 antagonist: 8%; WRN helicase inh: 5%; EPAC1 agonist: 2%

How did CC1(C(=O)Nc2cnc3ccccc3c2)CCN1CCOc1ccccc1 (stereo not drawn) do in these assays?
PLK1 PBD inh: 4%; PI5P4K alpha inh: 0; FUS yeast rescue: -10%; aSyn rescue: 3%; Abeta rescue: 2%; IL-2 act: -0.3; EPAC1 antagonist: -12%; WRN helicase inh: -4%; EPAC1 agonist: 2%

Results for CCCCc1ccc(-n2c(Cc3cccs3)n[nH]c2=S)cc1 ?
PLK1 PBD inh: -16%; PI5P4K alpha inh: -5; FUS yeast rescue: 51%; aSyn rescue: -28%; Abeta rescue: -50%[inhibitor]; IL-2 act: -2.7; EPAC1 antagonist: -13%; WRN helicase inh: -7%; EPAC1 agonist: -3%

How did CN(C)Cc1c(C(=O)N/N=C/c2cccs2)nnn1-c1nonc1N do in these assays?
PLK1 PBD inh: -4%; PI5P4K alpha inh: 0; FUS yeast rescue: 21%; aSyn rescue: -5%; Abeta rescue: 0%; IL-2 act: 2.6; EPAC1 antagonist: -21%; WRN helicase inh: 2%; EPAC1 agonist: 4%

How did CCNC(=O)CN(c1ccc(OC)c(OC)c1)S(=O)(=O)c1ccccc1 do in these assays?
PLK1 PBD inh: -2%; PI5P4K alpha inh: -2; FUS yeast rescue: 14%; aSyn rescue: -1%; Abeta rescue: -13%; IL-2 act: -2.7; EPAC1 antagonist: 4%; WRN helicase inh: 9%; EPAC1 agonist: -9%

Results for O=C(NCCc1ccccc1)C1CCCN1C(=O)Nc1ccc(Cl)cc1 (stereo not drawn) ?
PLK1 PBD inh: 3%; PI5P4K alpha inh: 7; FUS yeast rescue: -10%; aSyn rescue: 2%; Abeta rescue: 3%; IL-2 act: -0.2; EPAC1 antagonist: 2%; WRN helicase inh: 1%; EPAC1 agonist: 7%

What do the screens show for `O=C(C1CCN(C2CCN(Cc3ccc4c(c3)CCO4)CC2)CC1)N1CCOCC1`?
PLK1 PBD inh: -11%; PI5P4K alpha inh: 8; FUS yeast rescue: 18%; aSyn rescue: -3%; Abeta rescue: -9%; IL-2 act: 0.9; EPAC1 antagonist: -17%; WRN helicase inh: -11%; EPAC1 agonist: -1%

What do the screens show for `CC1=Nc2ncnn2C(c2ccccc2)/C1=N\O` (stereo not drawn)?
PLK1 PBD inh: -7%; FUS yeast rescue: -1%; aSyn rescue: 1%; Abeta rescue: 0%; IL-2 act: -0.1; EPAC1 antagonist: -4%; WRN helicase inh: -5%; EPAC1 agonist: 8%

Results for COc1ccc(-c2nc(CCl)cs2)cc1 ?
PLK1 PBD inh: -9%; PI5P4K alpha inh: -2; FUS yeast rescue: -11%; aSyn rescue: -3%; Abeta rescue: 8%; IL-2 act: -0.2; EPAC1 antagonist: -16%; WRN helicase inh: -4%; EPAC1 agonist: 1%
